PV pol inh: poliovirus RdRp elongation inhibitors, primary screen, biochemical, fluorescence polarization, total intensity. % elongation, % (compound at 16.7 µg/mL). actives 0.66% (n = 150,000). Genome polyprotein (Poliovirus type 1 (strain Mahoney)), P03300. poliovirus polymerase elongation; hits give low values; in the data active = % elongation below about 90%; also: some results filed as inactive read as strong as hits
Target sequence (P03300 1749-2209 limits assumed): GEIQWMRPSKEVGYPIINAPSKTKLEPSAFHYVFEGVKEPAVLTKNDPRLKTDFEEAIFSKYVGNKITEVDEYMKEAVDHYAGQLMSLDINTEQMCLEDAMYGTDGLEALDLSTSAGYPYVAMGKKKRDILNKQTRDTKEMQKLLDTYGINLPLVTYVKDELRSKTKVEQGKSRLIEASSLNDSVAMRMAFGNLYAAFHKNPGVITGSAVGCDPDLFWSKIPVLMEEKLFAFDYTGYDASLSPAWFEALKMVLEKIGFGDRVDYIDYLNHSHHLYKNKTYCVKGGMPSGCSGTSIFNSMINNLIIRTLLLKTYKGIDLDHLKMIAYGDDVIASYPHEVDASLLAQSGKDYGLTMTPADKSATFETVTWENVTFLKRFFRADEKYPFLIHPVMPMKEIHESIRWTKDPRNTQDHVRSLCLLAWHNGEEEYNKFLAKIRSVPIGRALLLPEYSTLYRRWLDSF
PV pol inh FP z-score: second read-out of PV pol inh, no call of its own (marks repeat the call); z-score; measured here: FP z-score; hits read low
* marks the source's active call; other numbers are inactive results; & = joins results of further samples. Some of the compounds tested; the hit share may differ from the screen's.

Value order – PV pol inh	PV pol inh FP z-score
O=C(N/N=C1\C2CN3CCN(C2)CC1(Cc1ccccc1)C3)c1ccc(F)cc1
  103	0.3
COc1ccc(C(=O)NC(c2ccccc2)c2ccccc2)cc1
  108	0.5
O=C(Nc1ccccc1N(C(=O)C1CC1)S(=O)(=O)c1cccs1)C1CC1
  104	0.6
CC1CC1C(=O)OCC(=O)Nc1ccc2[nH]c(=O)[nH]c2c1 (stereo not given)
  102	-0.1
O=C(O)CSCC(=O)Nc1cccc(C(F)(F)F)c1
  98	-0.6
CCOC(=O)/C(C#N)=C(\O)c1ccccc1
  102	0.1
CC1=C(c2ccccc2)S(=O)(=O)N=C1N1CCCC1
  104	1.3
CCOc1cc(C(OC(C)=O)OC(C)=O)cc(Cl)c1OC(C)=O
  101	0
CC1CCCCC1NC(=O)CSc1nccc(=O)[nH]1 (stereo not given)
  99	-0.7
COc1cccc2cc(C(C)N(CCCN3CCOCC3)C(=S)Nc3cccc(Cl)c3C)oc12 (stereo not given)
  99	-0.5
CCSc1nc2c(c(=O)n1-c1ccccc1)SCC2
  100	0.1
O=C(O)CCC1CCCCCCCCCCC1
  96	-1.3
CC(C)CCN1C(=O)C(O)(CC(=O)c2cccc(C(F)(F)F)c2)c2ccccc21 (stereo not given)
  100	-1
CCOc1cc(/C=C2/C(=O)N(c3ccccc3)C(=S)N(c3ccc(C)c(C)c3)C2=O)ccc1O
  96	-1.6
CCOc1ccc(N(Cc2cc3cc(OC)ccc3[nH]c2=O)S(C)(=O)=O)cc1
  101	-0.3
O=C(N=c1c2c3c(sc2nc2n1CCCCC2)CCCC3)c1ccc(S(=O)(=O)N2CCOCC2)cc1
  107	0.6
COc1c(C)c2c(c(O)c1C/C=C(\C)CCC(=O)O)C(=O)OC2
  103&100	0.3&0.1
COc1ccc2c(Cl)c(C(=O)N(C)C3CCN(C)CC3)sc2c1
  100	-0.6
O=c1c2c(nc3cc(-c4ccccc4)[nH]n13)CCC2
  99	-0.4
CCS(=O)(=O)N1CCc2cc(C(=O)Nc3cccc(C)c3C)ccc21
  104	-0.8

The list goes on.
Value order – PV pol inh	PV pol inh FP z-score
Cc1ccc(-n2c3nc(=O)n(C)c(=O)c-3cc3ccccc32)c(C)c1
  106	-0.9
O=C1Cc2cc(S(=O)(=O)NNc3ccc(C(F)(F)F)cn3)ccc2N1
  104	0.3
O=C(Cn1cc(NC(=O)c2cc(-c3ccc(F)cc3)no2)cn1)NCc1ccco1
  100	-1.1
O=c1[nH]c(CSc2nnc3ccccn23)nc2ccccc12
  106	0.4
Nc1ccccc1NC(=O)c1nc2ccccc2nc1C(O)C(O)CO (stereo not given)
  104	1
CSc1ccc(CN2CCN(Cc3cccc(C)c3)CC2)cc1
  92	-1.4
O=C(Nc1ccc(Cl)cc1C(F)(F)F)c1cc(S(=O)(=O)N2CCOCC2)ccc1F
  111	0.6
CCCCN(CC)C(=O)CCCn1c(=O)c2cccn2c2ccccc21
  110	0.6
CC1=C(C(=O)Nc2ccccc2)C(c2ccncc2)n2nc(SCc3ccccc3Cl)nc2N1 (stereo not given)
  98	-2.1
Cc1cc2[nH]c(=O)c(=O)[nH]c2cc1S(=O)(=O)N1CCCCC1
  102	-0.4
NCc1ccc(Oc2ccc(F)cc2)cc1
  110	0.9
Cc1cc(NS(=O)(=O)c2ccc(NC(=O)c3ccco3)cc2)no1
  105	0.5
CC(=O)c1ccccc1OCC(O)Cn1c(CO)nc2ccccc21 (stereo not given)
  100	-0.3
CN1CCCN(Cc2ccccc2)CC1
  101	0.3
NC(=O)N/N=C1\CCS(=O)(=O)c2ccc(F)cc21
  102	-0.3
CCSc1n[nH]c2nc3ccccc3n12
  99	-1.3
CN1C(=O)OC(C)(C)C1=O
  100	0.1
COc1cccc(OC)c1C(=O)NN1CCCCC1
  100	0
CN1CCCN(C(=O)c2ccc3[nH]c4c(c3c2)CCCC4)CC1
  105	0.6
CCOC(=O)CC1Sc2ccccc2N=C1SCCS(=O)(=O)c1ccc(Cl)cc1 (stereo not given)
  109	1

Fetched by structure from the list above, 6 records:
Value order – PV pol inh	PV pol inh FP z-score
CCOc1cc(C(OC(C)=O)OC(C)=O)cc(Cl)c1OC(C)=O
  101	0
O=C(O)CCC1CCCCCCCCCCC1
  96	-1.3
CCSc1n[nH]c2nc3ccccc3n12
  99	-1.3
CC1=C(c2ccccc2)S(=O)(=O)N=C1N1CCCC1
  104	1.3
CC(=O)c1ccccc1OCC(O)Cn1c(CO)nc2ccccc21 (stereo not given)
  100	-0.3
Cc1cc2[nH]c(=O)c(=O)[nH]c2cc1S(=O)(=O)N1CCCCC1
  102	-0.4

Next section.
Value order – PV pol inh	PV pol inh FP z-score
CCn1cc(C(=O)N2CCN(c3ccccc3OC)CC2)c2cc(OC)c(OC)cc2c1=O
  108	1
CCCCOc1ccc(C2(C(=O)O)CCCC2)cc1
  103	0.5
Cc1nn(Cc2c(Cl)cccc2Cl)c(Cl)c1CN1CCN(CC(=O)N2CCCC2)CC1
  87*	-2.4*
c1csc(-c2nc3ccccn3c2Nc2ccc3c(c2)OCCO3)c1
  107	-0.5
C=Cc1ccc(CSc2nc(-c3ccccc3C)nc3c2Cc2c(CO)cnc(C)c2O3)cc1
  111	0.8
COc1ccc(N2CCN(c3oc(/C=C/c4ccccc4OC)nc3C#N)CC2)cc1
  103	-1.3
CC1CCN(Cc2c(O)ccc3c2O/C(=C\c2ccccc2)C3=O)CC1
  99	-0.8
Cc1ccc(C)c(N2CCN(S(=O)(=O)c3cc(Br)cc4c3N(C(=O)C3CC3)CC4)CC2)c1
  108	1.1
CC(C)c1ccccc1N=C=S
  98	-0.3
CC(C)CC(=O)Nc1nnc(S(=O)(=O)N2CCCCCC2)s1
  112	0.9
COc1ccccc1N=Cc1ccsc1S
  105	1
O=C(Cc1ccccc1)NN1C(=O)C2C3C=CC(C3)C2C1=O (stereo not given)
  102	0
Oc1ccc(N=Cc2ccc[nH]2)cc1N=Cc1ccc[nH]1
  91	-4.7
O=C(CCS(=O)(=O)c1cc(Br)cc2c1N(C(=O)C1CC1)CC2)Nc1ccc(C(F)(F)F)cc1
  104	-0.3
O=C(OCC1CCCO1)c1cc(F)c(F)c(F)c1F (stereo not given)
  103	0.7
Cc1c(C(=O)OC(C)C(=O)Nc2ccc(S(N)(=O)=O)cc2)sc2nc3n(c(=O)c12)CCCCC3 (stereo not given)
  106	0.5
O=C(OCC(=O)N1CCN(c2ccccc2)CC1)c1ccc2[nH]c3c(c2c1)CCCC3
  106	0.5
CCOc1ccc(NC(=O)N(CCN2CCOCC2)Cc2ccc3c(c2)CCCN3CC)cc1
  102	0
CSc1ncc(C(=O)N2CCCc3ccccc32)c(C)n1
  105	0.5
CCOC(=O)c1cc(-c2cccnc2)nc2c1c(C)nn2C
  100	-0.4

(further entries)
Value order – PV pol inh	PV pol inh FP z-score
O=C(O)[C@H](Cc1ccccc1)N1C(=O)c2ccncc2C1=O
  102	-0.2
OC(CCN1CCCCC1)(c1ccccc1)c1ccccc1
  101&100	0.2&0.1
NS(=O)(=O)c1cc(C(=O)O)c(NCc2ccco2)cc1Cl
  100&98	0.1&-0.6
CCC(=O)N(c1nnc(SCc2ncc(-c3ccccc3)o2)s1)C1CC1
  106	0.4
c1cc2c(cc1-c1nc3sc(-c4ccc5c(c4)OCO5)nc3s1)OCO2
  99	-0.5
Cc1cccc(N2CCN(c3ncnc4c3cnn4-c3ccc(Cl)cc3)CC2C)c1 (stereo not given)
  114	1.8
Cc1cc(C)c(S(=O)(=O)NCC(c2ccco2)S(=O)(=O)c2ccccc2)c(C)c1 (stereo not given)
  113	1.5
CCCN(Cc1nc2cc(Cl)ccc2c(=O)[nH]1)C(=S)NC
  99	-0.3
Cc1cc(Cl)ccc1OCC(=O)N(Cc1ccco1)Cc1ccccc1F
  107	0
CC(=O)Nc1ccc(C(=O)OCC(=O)NCc2ccccc2Cl)cc1
  102	0.3
O=C(c1cccs1)N1CCCn2c1nc1ccccc12
  102	0.1
COc1ccc(-c2[nH]c3c(c2-c2c(-n4cccc4)n(C)c(=O)n(C)c2=O)c(=O)n(C)c(=O)n3C)cc1
  109	0.2
O=C1CC(Cc2ccccc2)C(=O)N1c1nccs1 (stereo not given)
  102	0
O=C(NCc1cccs1)c1c[nH]c2c(F)cccc2c1=O
  102	0
CN1C(=O)CSc2ccc(NC(=O)N3CCc4ccccc43)cc21
  104	0.8
CN(CC1CC=CCC1)CC(O)c1ccccc1 (stereo not given)
  100	-0.3
COc1cccc(N2C(=O)/C(=C\N3CCCCC3)C(=O)NC2=S)c1
  100	-0.3
Cc1cc(C(=O)OCC(=O)Nc2ccccc2C#N)c(C)n1-c1ccc(F)cc1
  103	0.3
CCC(C(=O)NCCc1ccc(Cl)cc1)n1nc(C)c2c(C)n(-c3ccccc3)nc2c1=O (stereo not given)
  99	-2
N#Cc1c(-c2ccccc2)n2c(-c3ccccc3)nn(-c3ccccc3)c2nc1=O
  106	0.3

Copied from the list.
Entry of CC1=C(c2ccccc2)S(=O)(=O)N=C1N1CCCC1 under PV pol inh FP z-score: 1.3
Entry of CC(=O)Nc1ccc(C(=O)OCC(=O)NCc2ccccc2Cl)cc1 under PV pol inh: 102

(further entries)
Value order – PV pol inh	PV pol inh FP z-score
CC(=O)Nc1ccc(OCC(O)Cn2ccnc2)cc1 (stereo not given)
  103	0.4
N#CCCN(CCc1ccccn1)S(=O)(=O)c1ccc2c(c1)CCO2
  100	-0.7
Cc1cccc(C)c1NC(=O)C1(N(C)C(=O)CSc2nc3ccccc3o2)CCCCC1
  105	0.2
Cc1ccc(N2CC(NC(=O)/C=C\c3ccc4c(c3)OCO4)CC2=O)cc1C (stereo not given)
  110	0.7
CN(c1cccc(Cl)c1)S(=O)(=O)c1cccc(C(=O)NN2CCOCC2)c1
  102	-0.1
CCOc1ccc(-c2ccc(NS(=O)(=O)c3ccc(C)cc3)cc2)nn1
  107	0.2
Cc1ccc(NCC(=O)SCc2csc(Nc3ccccc3)n2)cc1
  105	0.4
c1ccc2c(c1)nnn2CN1CCCCC1
  104	1
CCn1cnc2sc(C(=O)Nc3ccccc3)c(C)c2c1=O
  103	0.5
CCc1ccc(-n2nc(CO)c(C(=O)NCc3ccccc3OC)n2)cc1
  112	0.8
CCCC12CN3CC(CCC)(CN(C1)C31C(=O)Nc3ccccc31)C2=O (stereo not given)
  100	-0.9
O=c1c2ccc(-c3nnc(SCc4cn5ccccc5n4)o3)cc2nc2n1CCCCC2
  107	0.5
Cn1ccsc1=NC(=O)/C=C/c1cc(Cl)c2c(c1)OCCCO2
  119	2.3
Cc1ccc(NS(=O)(=O)c2cc(Cl)ccc2Cl)nc1
  104	0.9
CCCCOc1ccc(C(=O)Nc2ccc(-c3cc4ccccc4oc3=O)cc2)cc1
  104	0.1
Cc1nc(SCC(=O)c2ccc3c(c2)CCN3S(C)(=O)=O)n(C2CCCCC2)c1C
  102	-0.2
Cc1cccc(-n2nc(C)c3c2NC(=O)CSC3c2ccccc2Cl)c1 (stereo not given)
  104	-0.5
COc1ccc(C)c2sc(=NC(=O)C3CC3)n(C)c12
  105	0.7
N=c1oc2ccccc2cc1C(=O)Nc1ccccc1
  99	-0.9
C=CCn1c(SCc2cccnc2)nnc1-c1ccncc1
  104	0.7

Next part:
Value order – PV pol inh	PV pol inh FP z-score
COc1cc(Cl)c(C)cc1NC(=S)N(Cc1ccccc1C)CC1CCC(C(=O)O)CC1 (stereo not given)
  98	-1.6
O=C(C(Cc1ccccc1)NS(=O)(=O)c1cccc2nsnc12)N1CCC2(CC1)OCCO2 (stereo not given)
  102	0
C=CCOc1ccc(-c2ccc(C#N)cc2)cc1
  97	-0.3
CCNc1c(NS(=O)(=O)c2cccc(C#N)c2)c(=O)oc2ccccc12
  107	2.1
Cc1noc(C)c1CSc1nc2ccccc2c(=O)n1CCc1ccc(S(N)(=O)=O)cc1
  106	0.7
Cc1cccc(CNS(=O)(=O)c2ccc(-c3cnc(C4CC4)o3)cc2)c1
  105	-0.2
CCc1ccc(N2NC(=O)/C(=C/c3ccc4c(c3)n(C)c(=O)n4C)C2=O)cc1
  103	0.4
CCOC(=O)c1c(N)n(CC(C)NC(=O)COc2ccccc2)c2nc3ccccc3nc12 (stereo not given)
  104	0.3
Cc1ccc(NC(=O)C2CCC(CNS(=O)(=O)c3cccs3)CC2)cc1C (stereo not given)
  101	-0.5
COCCNC(=O)c1ccc(-c2nc(CN3CCc4ccccc43)c(C)o2)cc1
  107	0.1
Cc1cc(C)c(CN(C)C)c(O)c1
  99	-0.5
O=C(CN1C(=O)c2cccnc2Sc2ccccc21)N1CCN(c2ccccc2F)CC1
  101	0.3
COc1ccc(N2CC(NC(=O)c3ccc(S(=O)(=O)N4CCCC4)cc3)CC2=O)cc1 (stereo not given)
  105	-0.5
Cc1cc(C)c(S(=O)(=O)NCC(c2ccco2)N2CCOCC2)c(C)c1 (stereo not given)
  107	-0.1
Cc1nc2cc(COC(=O)c3ccccc3)ccc2s1
  100	-0.4
CCSc1nnc(CCNC(=O)NC2CCCCC2)n1C
  103	0.4
CCc1cccc(C)c1NC(=O)c1cc(S(=O)(=O)N(Cc2ccc(C(=O)OC)cc2)Cc2ccc(OC)c(OC)c2)ccc1F
  111	0.7
COc1ccc2c(c1)CCc1c(C(=O)N3CCCCC3)noc1-2
  102	0.1
c1nc(NCc2ccc3c(c2)OCO3)c2ccsc2n1
  101	0
COc1ccc(N2CCC(CNS(=O)(=O)c3cccc(Cl)c3)C2)cc1 (stereo not given)
  101	-0.2
COc1ccc(OC)c(NC(=O)N2CCC3(CC2)Oc2ccccc2C(=O)N3Cc2ccccc2F)c1
  107	-0.8
Cc1ccc(-c2nn(CCC(=O)Nc3cccc(C(F)(F)F)c3)c(=O)c3ccccc23)cc1
  102	0.1
